hERG WT inh: qHTS for Inhibitors of KCHN2 3.1: Wildtype qHTS; Voltage-gated inwardly rectifying potassium channel KCNH2 (Homo sapiens), Q12809; U2OS, BacMam KCNH2, thallium flux FluxOr; active compounds read low; activity change, % at 1.84 µM; 0.37% of 340,000 active;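 active means maximum activity change below -70%; inconclusive means maximum activity change between -70% and -50%; inactive means maximum activity change above -50%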; further: on the % scale 0 is the no-effect control and ±100 the full control effect
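U2OS cells were transduced with wild-type KCNH2 virus (2.03 x 10^8 / mL) for 4 h at room temperature, then cultured overnight at 37 C. Thallium flux was read with FluxOr dye. Rate constants were normalized to DMSO controls.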
GALK inhibitor: qHTS Assay for Inhibitors of Human Galactokinase (GALK); Purified GALK, Kinase-Glo residual ATP luminescence; Potency, µM (highest dose often 57.5 µM), inactives show at the top dose activity change, negative = inhibition, hits mostly inhibitors; 0.007% of 270,000 active; AID 1868, 2009; further: potency means the concentration at half of the fitted maximal effect; on the % scale 0 is the no-effect control and ±100 the full control effect
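GALK at 5 nM final was combined with compound, 35 uM ATP and 100 uM galactose in HEPES pH8.0 with MgCl2 and DTT. The reaction ran one hour at room temperature before luminescent ATP detection.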
PKM2 act: qHTS Assay for Activators of Human Muscle isoform 2 Pyruvate Kinase; Pyruvate kinase PKM (Homo sapiens), P14618; purified PKM2, Kinase-Glo ATP luminescence, activation; response scale: 0% is enzyme alone, no compound; Potency, µM (highest dose often 57.5 µM), without a hit: at the top dose activation, hits mostly activators; 0.34% of 260,000 active; AID 1631, 2009; further: potency means the concentration at half of the fitted maximal effect; on the % scale 0 is the no-effect control and ±100 the full control effect; nearly all actives have a fitted effect of over 55% in size
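Kinase-Glo luminescence reports ATP generated from ADP (0.1 mM) and PEP (0.5 mM) by purified hPK-M2 after 1 h at room temperature, pH 7.2 imidazole buffer; intermediate enzyme activity allows detecting inhibitors and activators.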
USP2a block: qHTS Assay for Inhibitors of Ubiquitin-specific Protease USP2a Using CHOP2 as the Reporter. Potency, µM (doses to about 38.3 µM), for inactives: at the top dose activity change, negative = inhibition, most hits filed as inhibitors. USP2 core, Ub-CHOP2 coupled fluorogenic reporter, 485/531. 0.01% of 330,000 active;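 further: potency means the concentration at half of the fitted maximal effect; plate controls were DMSO wells for no effect and full inhibition by NEM control for full effect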
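USP2 core (10nM final) preincubated 30min RT with compound in 20mM Tris-HCl pH 8.0, 2mM CaCl2, 2mM beta-mercaptoethanol, 0.05% CHAPS; 25nM Ub-CHOP2 plus 25nM reporter substrate added, fluorescence (Ex485/Em531) read after 60min.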
KCNH2 3.1 inh: qHTS for Inhibitors of KCHN2 3.1: Mutant qHTS; 0.95% of 340,000 active; U2OS KCNH2 3.1, thallium flux FluxOr; active compounds read low; Potassium voltage-gated channel subfamily H member 2, brain isoform KCNH2 3.1 (human); activity change, % (tested at about 1.8 µM);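 active means maximum activity change below -70%; inconclusive means maximum activity change from -70% to -50%; inactive means maximum activity change above -50%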;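 further: thallium influx rate constant from kinetic fluorescence after stimulation buffer; on the % scale 0 is the no-effect control and ±100 the full control effect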
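Steps: virus added to U2OS suspension (4 h, RT, dark); medium with 10% FBS added, cells plated, 37 C overnight; FluxOr/Red40 loading buffer 45 min RT; stimulation buffer, 2 min kinetic read; rate constant normalized.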
TRPV1 agonist: HTS Assay for Compounds that Act as Agonists of the Vanilloid Receptor 1; 0.19% of 320,000 active; activation, % at 8.33 µM; AID 540275, 2011; TRPV1-expressing cells, Fluo-8 calcium influx, agonist mode; Transient receptor potential cation channel subfamily V member 1 (Homo sapiens), Q8NER1; in the data active means activation above about 80%; inconclusive means between about 30% and that limit; further: 0% is about no effect
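TRPV1-expressing cells were cultured overnight at 35.5C and loaded with Fluo-8 calcium dye for 40 to 90 min at room temperature. After a 10 s baseline, compound was added and calcium influx was read kinetically for 3 min (ex 480/em 520 nm).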
Coupling enz: qHTS Assay for Inhibitors of Fructose-1,6-bisphosphate Aldolase from Giardia Lamblia: Coupling assay counterscreen | coupling enzyme system counterscreen, AmpLite Red fluorescence | activity change, negative = inhibition, % at 58.2 µM, hits read low | 0.67% of 290,000 active | AID 2472, 2010; in the data active means activity change below about -30%; further: on the % scale 0 is the no-effect control and ±100 the full control effect
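Activity here indicates interference with the coupling reaction, not aldolase inhibition. Compounds at 57.5 uM final met coupling enzymes for 10 min at RT; substrate and AmpLite Red detection followed, with a 525/598 nm fluorescence read after 20 min.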
MLL CXXC-DNA inh: qHTS Fluorescence Polarization Assay for Inhibitors of MLL CXXC domain - DNA interaction; 0.037% of 290,000 active; AID 2662, 2010; Histone-lysine N-methyltransferase 2A (Homo sapiens), Q03164; Potency, µM (titrated, usually from 115 µM), without a hit: at the top dose activity change, negative = inhibition, usual class: inhibitors; MLL-CXXC / FITC-HOXA9 DNA fluorescence polarization; active means well fitted inhibition curve with a large enough effect in the polarisation, with a control signal flat, not every such curve was filed as active; inconclusive means small, poorly fitted or top-dose-only effect, or effect the other way, or a change in a side signal; inactive means no such curve, though single readings can be large or run the other way; the % refers to the polarisation; further: potency means the concentration at half of the fitted maximal effect
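Fluorescence polarization: 7 uM MLL-CXXC (stock) preincubated 5 min with compounds, then 50 nM fluorescein-HOX-A9 DNA (stock) added; 30 min ambient. Buffer 50 mM Tris-HCl pH 7.5, 50 mM NaCl, 1 mM DTT, 0.05% BSA.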
Giardia killer: Small Molecules that selectively kill Giardia lamblia: qHTS | Giardia lamblia trophozoite viability | activity change, % at 7.66 µM, hits read low | 0.15% of 340,000 active; in the data active means activity change below about -80%; inconclusive means between about -30% and that limit;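 further: parasites exposed to compound for two days anaerobically before the ATP read; on the % scale 0 is the no-effect control and ±100 the full control effect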
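Compounds were tested on trophozoites seeded at 100 cells/well and held 48 hrs at 37 deg C anaerobically. An ATP-based luminescent kit measured the remaining live cells.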
B2AR arrestin: qHTS assay of beta-arrestin-biased ligands of beta2-adrenergic receptor | Beta-2 adrenergic receptor (Homo sapiens), P07550 | beta-arrestin recruitment to beta2AR, cell-based reporter | Potency, µM (series often up to 46.1 µM), for the others: top-dose activation, most hits filed as activators | 0.02% of 330,000 active | AID 492947, 2010;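 further: potency means the concentration at half of the fitted maximal effect; 0% = DMSO controls and full agonism = EC100 isoproterenol or metaproterenol; nearly all actives have a fitted effect of over 65% in size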
Menin MLL FP TR: qHTS Assay for Inhibitors Targeting the Menin-MLL Interaction in MLL Related Leukemias: Competition With Texas Red Labeled MLL-derived Mutant Peptide. Menin + Texas Red MLL mutant peptide, fluorescence polarization. Potency, µM (top dose mostly 61.6 µM), for the others: top-dose FP activity change, negative = inhibition, usual class: inhibitors. 0.23% of 270,000 active; active means well fitted inhibition curve with a large enough effect in the polarisation, with a control signal flat, not every such curve was filed as active; inconclusive means small, poorly fitted or top-dose-only effect, or effect the other way, or a change in a side signal; inactive means no such curve, though single readings can be large or run the other way; the % refers to the polarisation; further: potency means the concentration at half of the fitted maximal effect; % of control where 0% means no effect; many of its hits are not listed in these tables
Active calls of the source: *; i = inactive; ? = inconclusive; . = not tested or not shown; [ ] = dose if it differs, or a comment. Unless noted, the call rests on the fitted dose curve; in most records, active means well fitted curve in the direction sought with a large enough effect; inconclusive means small, poorly fitted or top-dose-only effect, or another doubt; inactive means no such curve, though single readings can be large; an effect the other way counts as inactive or inconclusive. An excerpt. The share of hits here may be higher or lower than overall.

SMILES	hERG WT inh	GALK inhibitor	PKM2 act	USP2a block	KCNH2 3.1 inh	TRPV1 agonist	Coupling enz	MLL CXXC-DNA inh	Giardia killer	B2AR arrestin	Menin MLL FP TR
CCOC(=O)C1CCCN(C(=O)c2cn(CC(C)C)c(=O)c3cc(OC)c(OC)cc23)C1 (stereo not given)	-19	-2%	-1%	1%	3	-1	0	1%	-7	-0.1%	-6%
NC(CSC12CC3CC(CC(C3)C1)C2)C(=O)O (stereo not given)	22	-2%	-4%	0%	12	-3	0	-3%	9	-0.1%	0%
Nc1ncnc2c1ncn2C1CCCC1	-10	.	.	0%	19	-2	.	2%	8	-0.1%	5%
O=C(NCC1CCCO1)C1CCC(N2C(=O)c3ccccc3C2=O)CC1 (stereo not given)	-3	2%	6%	-2%	12	12	4	-6%	4	-0.2%	8%
COC(=O)c1ccc(CS(=O)(=O)c2ccc(C)cc2)cc1	1	0%	0%	2%	2	5	-1	-12%	4	7.4%	3%
Cc1ccc2c(c1)CCCN2C(=O)c1cc(C)on1	-29	-1%	-3%	1%	-10	4	.	-4%	-11	0.1%	.
NC(=O)c1nsc(C(=O)N(c2ccccc2)C(C(=O)NCc2ccc(F)cc2)c2ccc(O)cc2)c1N (stereo not given)	2	-3%	1%	0%	-3	2	1	5%	-2	0.2%	?
CC1(C)CC(C)(c2ccc(O)cc2O)N(c2cccc(Cl)c2)C(=S)N1 (stereo not given)	3	-4%	1%	3%	2	3	-2	-8%	19	?	3%
COC(=O)c1cc(-c2cccc([N+](=O)[O-])c2)c2c(=O)n(C)c(=O)n(C)c2n1	-5	4%	.	1%	30	-3	2	-4%	0	0.3%	14%
O=C(CN1C(=O)NC2(CCCCCCC2)C1=O)Nc1ccc(OC(F)F)cc1	3	.	.	3%	-18	.	.	.	-7	0.0%	.
CCN(Cc1ccc2c(c1)OCCO2)C(=O)CN1C(=O)NC2(CCc3ccccc32)C1=O (stereo not given)	0	.	.	2%	-18	-5	.	.	1	?	.
O=C(NCCC(=O)N1CCCCCCC1)c1ccc(Cl)cc1	-12	.	.	2%	-19	-2	.	.	0	-0.1%	.
CC(=O)c1cccc(N=c2scc(-c3ccc(S(=O)(=O)N4CCOCC4)cc3)n2CCO)c1	2	.	10%	-1%	13	13	0	2%	-13	-1.1%	1%
CCC(=O)Nc1ccc(Cl)c(NC(=S)NC(C)=O)c1	i	1%	-4%	0%	13	-4	3	37%[activator]	-6	0.5%	5%
O=C(c1cc(-c2cccc(Br)c2)nc2ccccc12)N1CCCC1	-7	3%	-2%	-3%	-3	7	.	-2%	-18	-0.2%	.
O=C(O)/C(=C\c1ccc(F)cc1)c1ccc(-c2ccccc2)cc1	-19	-1%	.	-9%	-11	2	11	22%	-8	-0.9%	.
CCn1ccnc1[C@@H]1C[C@H]2CN(c3ccccc3OC)C(=O)[C@]23CCCN13	2	-1%	-7%	4%	2	0	-1	-2%	39[activator]	-0.1%	7%
Cc1ccc(NC(=O)CCNS(=O)(=O)c2ccc3[nH]c(=O)oc3c2)cc1F	4	-1%	.	1%	12	0	-1	-4%	-1	0.4%	28%
CCCCN([C@H](CO)C(C)C)S(=O)(=O)c1ccccc1Br	3	.	.	-1%	5	.	.	.	-5	-0.5%	.
CCCS(=O)(=O)c1nc(S(=O)(=O)c2ccc(C)cc2)c(N2CCCC(C)C2)s1 (stereo not given)	2	1%	.	0%	-7	?	.	32%[activator]	-8	0.3%	.
Nc1ncnc(SCc2c(F)cccc2Cl)n1	0	.	?	-2%	-7	2	2	1%	-3	-0.3%	.
CCOC(=O)c1ccc(NC(=O)Nc2ccc(OC)c(OC)c2)cc1	1	-4%	1%	0%	-4	?	1	10%	4	-0.5%	?
CCn1cc(/C=C(\NC(=O)c2cc(OC)c(OC)c(OC)c2)C(=O)NCCCN2CCOCC2)c2ccccc21	-5	-1%	.	-1%	1	2	2	6%	-4	-0.5%	-10%
Cn1c(=O)c2c(nc(N3CCNCC3)n2Cc2ccccc2Cl)n(C)c1=O	-10	5%	6%	1%	-13	-9	0	-3%	10	-0.9%	3%
O=S(=O)(/N=C(/Sc1ccccc1)c1ccccc1)c1ccccc1	3	0%	-2%	1%	4	-1	1	17%	-22	-0.1%	3%
Cc1onc(-c2c(Cl)cccc2Cl)c1COC(=O)c1ccc(Cl)cc1[N+](=O)[O-]	-7	2%	-1%	2%	-7	.	-1	4%	2	-0.3%	.
CCC(=O)Nc1ccc2oc(-c3cccc(C)c3)nc2c1	-2	5%	-12%	-2%	7	.	0	8%	?	-0.5%	28%
CCN(CC)C(=O)N1CCN(C(=O)N(CC)CC)CC1	-7	1%	2%	-2%	-7	1	0	0%	12	0.4%	0%
O=C(NCCCn1ccnc1)c1ccc(N2CCCCC2)c([N+](=O)[O-])c1	14	-3%	1%	3%	-40	?	0	2%	-26	0.1%	72%[activator]
Nn1c(SCc2ccccc2)nc2ccccc21	8	-1%	.	0%	-12	-5	2	2%	-1	0.2%	.
COc1cc(/C=C/c2cccc[n+]2C)ccc1OCC(=O)Nc1ccccc1	4	-2%	.	1%	-13	-4	-2	-2%	13	0.1%	.
Cc1cc(C(=O)O)ccc1-n1c(C)cc(C=C2C(=O)c3ccccc3C2=O)c1C	-4	2%	2%	-1%	-3	-5	-25	6%	-13	3.0%	?
O=C(C1CC1)N1CCN=C1SCc1ccc(F)cc1	-5	2%	26%	-3%	10	0	0	8%	-7	0.2%	-10%
Cc1nnc(N2C(=O)c3oc4ccccc4c(=O)c3C2c2ccco2)s1 (stereo not given)	-2	3%	1%	1%	-3	-2	1	1%	7	-0.1%	-4%
Cn1c(SCC(N)=O)nnc1C1CCN(S(=O)(=O)c2ccccc2C(F)(F)F)CC1	-8	-1%	6%	2%	14	2	-2	10%	1	-0.7%	-22%
O=C(N/N=C/c1ccccn1)c1[nH]c2ccc([N+](=O)[O-])cc2c1-c1ccccc1	-13	2%	2%	3%	-20	1	-4	13%	-4	-0.8%	?
Cc1nnc(NC(=O)Cn2c(=O)sc3ccccc32)s1	2	1%	-8%	-5%	-2	4	-2	3%	7	-0.2%	2%
O=C(Cn1nnc(-c2ccccc2)n1)NNC(=O)c1cccc([N+](=O)[O-])c1	2	-3%	-11%	0%	23	2	-1	1%	-11	0.5%	2%
O=C1/C(=C\c2ccccc2Cl)SC(=S)N1CCC(=O)N1CCCc2ccccc21	6	2%	-4%	4%	-5	3	0	12%	9	-1.1%	-15%
CN(CC(=O)Nc1cccc(F)c1)C(=O)CCc1nc2cc(S(=O)(=O)N3CCOCC3)ccc2n1C	4	.	.	1%	5	-4	.	.	-2	0.5%	.
CCOC(=O)N1CCC(NC(=O)CCc2nc(-c3ccccc3F)no2)CC1	2	1%	6%	-3%	11	-3	6	12%	3	-1.2%	-3%
CCOC(=O)c1sc(NC(=O)CSc2nnc(C)s2)c(C(=O)OCC)c1C	4	-3%	?	2%	12	17	6	1%	-5	-0.6%	11%
CN(C(=O)CSc1nnc(Nc2ccccc2F)s1)C1CCS(=O)(=O)C1 (stereo not given)	6	.	.	1%	7	.	.	.	-5	0.1%	.
CC(C)=CCC/C(C)=C/CNC(=O)C[C@H]1C[C@H](C(=O)N(C(C)C)C(C)C)[C@@]2(C)c3[nH]c4ccc(Cl)cc4c3CCN2C1=O	-6	.	.	2%	-10	.	.	.	6	-0.1%	.
CC(C)CCNC(=O)C(c1ccco1)N(Cc1ccccc1)C(=O)c1snc(C(N)=O)c1N (stereo not given)	0	-1%	1%	3%	-40	5	0	-2%	6	-0.1%	-12%
